esBAF inh: Bmi1 luciferase reporter increase in mESCs, primary screen, esBAF inhibitor project, mouse ES cells, Bmi1 luciferase knock-in, single point; hit rate 2% among 350,000; AID 602393, 2012; 24 h; 100% = twice the neutral-well signal; reporter increase, % at 12.5 µM; in the data active means activation above about 40%; inconclusive means no clear call, values can overlap the other calls;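 further: 0% = median of the plate's neutral control wells and 100% = double that signal; a rise in the Bmi1 reporter signal indicates esBAF inhibition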
ARNT-TACC3 inh: disruptors of ARNT/TACC3 protein interaction, primary screen, biochemical, AlphaScreen, single concentration | Transforming acidic coiled-coil-containing protein 3 (Homo sapiens), Q9Y6A5 | AlphaScreen His-ARNT PAS-B/GST-TACC3 binding, luminescence; TACC3 fragment carries E629A point mutation | inhibition, % at 9.99 µM | hit rate 0.66% among 390,000 | AID 623870, 2012;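 active means mean inhibition of replicates at least 50% and at least half of replicates each reaching 50%; inconclusive means half or more replicates reach 50% but mean below 50%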;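 further: 0% = complete ARNT plus TACC3 wells and 100% = ARNT alone without TACC3; many hits fall short of the cut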
RAD54 inh: inhibitors of human RAD54 branch migration, primary screen, biochemical, fluorescence, single point; hit rate 0.14% among 360,000; RAD54 Holliday junction branch migration, FAM/BHQ fluorescence; AID 602329, 2012; inhibition, % at 10.4 µM;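 active means mean normalized replicate activity at least 40 and at least half of replicates scoring 40 or more; inconclusive means only one of the two criteria met; inactive means mean below 40 and under half of replicates reaching 40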;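 further: 0% = median of neutral control wells and 100% = median of positive control wells; inhibitors cause a drop in the FAM fluorescence signal; in these data hits start at about 50%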
Target sequence (Q92698 whole entry, looked up): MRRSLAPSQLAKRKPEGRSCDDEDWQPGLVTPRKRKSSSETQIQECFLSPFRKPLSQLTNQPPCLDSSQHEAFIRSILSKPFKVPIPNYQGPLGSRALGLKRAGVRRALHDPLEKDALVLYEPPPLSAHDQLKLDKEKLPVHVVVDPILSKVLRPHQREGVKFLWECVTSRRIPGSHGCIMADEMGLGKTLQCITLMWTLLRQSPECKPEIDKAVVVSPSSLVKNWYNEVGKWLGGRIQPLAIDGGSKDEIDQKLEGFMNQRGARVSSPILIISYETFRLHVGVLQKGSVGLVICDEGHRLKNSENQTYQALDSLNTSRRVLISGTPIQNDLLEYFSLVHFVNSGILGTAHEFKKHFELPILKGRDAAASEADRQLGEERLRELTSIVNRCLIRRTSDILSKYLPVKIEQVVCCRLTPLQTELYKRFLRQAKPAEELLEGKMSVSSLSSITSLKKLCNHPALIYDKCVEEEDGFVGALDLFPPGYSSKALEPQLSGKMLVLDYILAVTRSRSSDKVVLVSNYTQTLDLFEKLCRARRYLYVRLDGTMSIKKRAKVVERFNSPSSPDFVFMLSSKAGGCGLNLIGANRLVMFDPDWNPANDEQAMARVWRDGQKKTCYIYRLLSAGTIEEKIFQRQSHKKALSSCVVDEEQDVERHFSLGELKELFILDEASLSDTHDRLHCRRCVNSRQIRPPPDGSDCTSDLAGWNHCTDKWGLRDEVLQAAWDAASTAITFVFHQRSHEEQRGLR
Numbers without * were called inactive; ? = inconclusive. A portion of the library. The share of hits here may be higher or lower than overall.

SMILES	esBAF inh	ARNT-TACC3 inh	RAD54 inh
CCCc1ccc(OCC(=O)O)cc1	-5	3	1
Cc1nc(-c2ccc3c(c2)OCO3)cs1	37	-5	-13
CC(C)Oc1ccc(CNC2CCOC(C)(C)C2)cc1 (stereo unspecified)	-11	-2	4
Cc1csc(NC(=O)c2nc3nc(C)cc(C)n3n2)n1	-14	7	4
O=C(Nc1ccc(-c2nc3ccccc3[nH]2)cc1)c1ccco1	38	-3	1
CC12CCC(C(=O)NCC3CCCO3)(OC1=O)C2(C)C (stereo unspecified)	-1	6	-9
O=C(O)CSC1c2ccccc2C(=O)N1Cc1ccccc1 (stereo unspecified)	8	-8	-10
Cc1nc(-c2ccc(S(=O)(=O)N3CCCCCC3)cc2)cs1	-11	4	2
c1ccc(OCCCN2CCCC2)cc1	3	-7	-4
O=C(CSc1nnnn1-c1cccnc1)NCc1cccs1	-5	16	-2
CC(=O)NCCOC(=O)Nc1sc(=S)n(C)c1C	-1	2	-6
CCOC(=O)c1c(-c2ccc(C)c(C)c2)csc1NC(=O)C1CC=CCC1C(=O)O (stereo unspecified)	1	-3	4
COc1ccc(Cl)cc1NC(=O)c1ccco1	-2	2	12
CC(NC(=O)c1ccccc1O)c1ccccc1 (stereo unspecified)	2	-8	5
Cc1ccc(C(=O)N2CCC(C(N)=O)CC2)cc1C	-7	2	-1
O=C(COC(=O)CNC(=O)C1CCCCC1)Nc1ccc(Cl)cn1	-5	1	-2
Cc1cccc(C)c1NC(=O)C1(N(Cc2ccco2)C(=O)c2ccccn2)CCCC1	-6	0	2
CCOC(=O)C(=O)Nc1ccccc1C(=O)NC(C)C	-6	-1	-4
Cc1ccc(C)c(CSc2nnc(-c3cccnc3)o2)c1	0	-10	2
Cc1csc(NC(=O)c2ccc(S(=O)(=O)N(C)c3ccccc3)cc2)n1	29	13	0
c1csc(-c2nn3c(Cn4cnc5ccccc54)nnc3s2)c1	-2	-4	-1
CCN(CC(=O)Nc1c(C(=O)OC)[nH]c2ccc(C)cc12)c1ccc2c(c1)OCO2	4	1	-1
COc1ccc(C)cc1NC(=O)c1cc2ccccc2o1	8	-3	-13
CC1=CC(C)(C)N2C(=O)C3(SCC(=O)N3c3ccc(O)cc3)c3cc(C)cc1c32 (stereo unspecified)	-4	6	-3
Cc1nn(CC(O)Cn2cnc3c2c(=O)n(C)c(=O)n3C)c(C)c1Br (stereo unspecified)	-12	27	1
COc1cc(OC)cc(C(=O)Nc2ncc3c(n2)CC(C)CC3=O)c1 (stereo unspecified)	-10	-7	3
COc1cccc(C(=O)Oc2c(CN3CCOCC3)cc(Cl)c3cccnc23)c1	-25	78*	6
Cc1cc2c(c(=O)n1Cc1cccnc1)C(c1cccs1)C(C#N)=C(N)O2 (stereo unspecified)	2	-23	-14
Cc1ccc(-c2cc(=O)[nH][nH]2)c(C)c1	1	2	9
O=C(CC1CCCCC1)c1c(O)c2ccccc2oc1=O	17	3	-6
COc1ccccc1-n1cnc2cc(C(=O)NCc3ccco3)ccc21	6	-6	-2
O=C(NC1CCCCNC1=O)c1ccc(Cl)cc1 (stereo unspecified)	7	-15	3
CCN(CCO)c1ncnc2c1sc1nc(C(C)C)c3c(c12)CC(C)(C)OC3	-15	-16	-6
COc1ccc2oc(C(=O)OCC(=O)Nc3ccccc3OC)c(C)c2c1	0	-1	-6
COCCN(C(=O)Cn1nnc2ccccc21)C(C(=O)NC1CCCCC1)c1ccc(OC)cc1OC (stereo unspecified)	2	-5	5
O=C1NC(c2ccncc2)C(C(=O)c2cccs2)C(O)(C(F)(F)F)N1 (stereo unspecified)	-6	-4	-2
CCOc1ccc(C2SCC(=O)N2c2c(C)n(C)n(-c3ccccc3)c2=O)cc1 (stereo unspecified)	2	-4	-7
O=C(CSc1ncn(-c2ccccc2)n1)NCc1ccccc1	5	-6	-7
C=CCNc1ncnc2c1[nH]c1ccccc12	-16	3	-3
O=C(CN1C(=O)C2CC=C(Cl)CC2C1=O)Nc1ccc(C(=O)O)cc1 (stereo unspecified)	7	-8	0
Cc1ccc(NC(=O)C(C)Sc2nc(=O)cc(N)n2-c2ccccc2)cc1 (stereo unspecified)	0	2	3
CC(=O)c1ccc(N2CCN(C(=O)c3ccc(Br)cc3)CC2)c(F)c1	23	-3	-4
O=C(CS(=O)(=O)Cc1ccccc1)N1CCN(c2cccc(C(F)(F)F)c2)CC1	-3	-3	-10
CNc1nc(C)c(C(=O)OCc2ccccc2)s1	75*	-7	2
O=C(Cc1ncc(C(F)(F)F)cc1Cl)Nc1cccc(Br)c1	-3	-21	7
COc1ccccc1Cn1c(=O)c2ccccc2n2c(Sc3ncnc4sccc34)nnc12	6	-9	2
Cc1cc(Cl)c(S(=O)(=O)N(C)C)cc1OCC(N)=O	3	3	0
O=C(C[C@H]1C/C=C\C[C@H](NC(=O)OCC2c3ccccc3-c3ccccc32)C(=O)OC[C@@H]2CCCN2C1=O)N[C@H](CO)Cc1ccccc1	-5	2	2
O=C(CC12CC3CC(CC(C3)C1)C2)N1CCCOC1	-11	-1	-1
N#Cc1nc(Cc2cccc3ccccc23)oc1NCCCn1ccnc1	9	38	-1
COc1ccc(Cl)cc1Nc1nc(N)nc(C(F)(F)F)n1	-10	-9	-5
O=c1oc(Nc2cccc(F)c2)nc2ccccc12	6	3	1
CCOc1ccc(-c2[nH]nc3c2C(c2cccnc2)C(C#N)=C(N)O3)cc1 (stereo unspecified)	-2	1	4
O=C(COC(=O)c1cc(S(=O)(=O)N2CCOCC2)ccc1O)NCC1CCCO1 (stereo unspecified)	3	-3	-17
CCOC(=O)N1CCC(NC(=O)c2cc(C(=O)NCc3ccc(F)cc3)ccc2CO)CC1	-2	-2	0
COc1ccccc1-n1nnnc1SCc1cc2c(cc1Br)OCO2	-1	-6	-8
Cc1cc(OC(C)C)nc(-c2ccccc2O)n1	8	-6	-1
CCCCOC(=O)Nc1nnc(CC)s1	17	-4	2
CC(=O)c1c(C(C)=O)c(C)n(Cc2ccc3c(c2)OCO3)c1C	11	-4	8
CC(C(=O)N1CCN(c2ccccc2)CC1)N1C(=O)C2CC=CCC2C1=O (stereo unspecified)	2	-2	-10

Reprinted from the part before: 5 entries; new compounds follow.
SMILES	esBAF inh	ARNT-TACC3 inh	RAD54 inh
COc1ccccc1-n1nnnc1SCc1cc2c(cc1Br)OCO2	-1	-6	-8
Cc1cc(OC(C)C)nc(-c2ccccc2O)n1	8	-6	-1
CCCCOC(=O)Nc1nnc(CC)s1	17	-4	2
CC(=O)c1c(C(C)=O)c(C)n(Cc2ccc3c(c2)OCO3)c1C	11	-4	8
CC(C(=O)N1CCN(c2ccccc2)CC1)N1C(=O)C2CC=CCC2C1=O (stereo unspecified)	2	-2	-10
COc1ccccc1NC(=O)CSc1ncnc2c1oc1ccccc12	13	-4	-4
O=C(OCC(=O)N(C1CCCCC1)C1CCCCC1)c1cnccn1	-7	21	16
CCOc1ccc(S(=O)(=O)NCc2ccc(F)cc2)c2cccnc12	-2	-1	-6
CCOc1cc2[nH]c(=S)n(Cc3ccc(C(=O)NCCOC)cc3)c(=O)c2cc1OCC	-2	-6	11
COc1cc2c(C(=O)NCc3ccc4c(c3)OCO4)cn(C)c(=O)c2cc1OC	-5	-8	-5
CN(CC(=O)N1CCc2ccccc21)S(=O)(=O)c1cccs1	40	3	3
CCC(C)n1cnc2c(c1=O)c1nc3ccccc3nc1n2Cc1ccccc1OC (stereo unspecified)	15	-2	5
Cc1ccc(CN2CCN(C(=O)c3ccco3)CC2)cc1	-10	30	-2
Cc1ccc(CNC(=O)c2cccc(-n3cnnn3)c2)cc1	-3	-2	-6
O=C(CN1CCCc2ccccc21)NC(=O)NCc1ccco1	-1	6	1
COC(=O)C1=C(C)N=C2SC(C#N)=C(N)N2C1c1ccc(OCc2ccccc2)cc1 (stereo unspecified)	4	30	-1
CCn1c(SCC(=O)Nc2oc(C)c3c(C)n[nH]c(=O)c23)nc2sc(C)c(C)c2c1=O	-1	-2	15
COc1c(C)cccc1C(=O)Nc1ccc(N2CCN(S(C)(=O)=O)CC2)cc1	?	-10	-14
O=C(NCC(=O)N(Cc1ccco1)C(C(=O)NC1CCCC1)c1ccncc1)c1cccs1 (stereo unspecified)	-5	-34	-9
Cc1ccc(C)c(NC(=O)C2CC(=O)N(C(C)C)C2)c1 (stereo unspecified)	-1	0	3

A run of entries from further up, for reference:
SMILES	esBAF inh	ARNT-TACC3 inh	RAD54 inh
COc1ccccc1NC(=O)CSc1ncnc2c1oc1ccccc12	13	-4	-4
O=C(OCC(=O)N(C1CCCCC1)C1CCCCC1)c1cnccn1	-7	21	16
CCOc1ccc(S(=O)(=O)NCc2ccc(F)cc2)c2cccnc12	-2	-1	-6
CCOc1cc2[nH]c(=S)n(Cc3ccc(C(=O)NCCOC)cc3)c(=O)c2cc1OCC	-2	-6	11
COc1cc2c(C(=O)NCc3ccc4c(c3)OCO4)cn(C)c(=O)c2cc1OC	-5	-8	-5

(next part)
SMILES	esBAF inh	ARNT-TACC3 inh	RAD54 inh
COc1ccc(-c2nc(-c3ccccc3)nc(Cl)c2C#N)cc1	-2	13	0
Cc1cc(NS(=O)(=O)c2ccc(NC(=O)c3ccoc3C)cc2)nc(C)n1	0	0	7
Cn1c(C(=O)O)cc2cc(F)ccc21	-9	-8	4
CC(=O)OC1COC(N2CCc3cc(Br)c([N+](=O)[O-])cc32)C(OC(C)=O)C1OC(C)=O (stereo unspecified)	-1	2	7
CCOC(=O)c1ccc(N2C(=O)CC(N3CCN(Cc4ccccc4)CC3)C2=O)cc1 (stereo unspecified)	-3	-6	-8
Clc1ccc2nc(CSc3nc4ccccc4o3)cn2c1	7	-5	2
O=C(N/N=C/c1cccc(O)c1)c1csc2ccccc12	35	-15	1
Cc1nn(-c2ccccc2)c2nc(N)c(C#N)c(-c3ccc(F)cc3)c12	-8	-5	14
CC1=Nn2c(nnc2-c2cc(-c3ccccc3)n[nH]2)SC1	6	-5	7
COc1cc(C2C(C(C)=O)=C(C)Nc3ncnn32)ccc1O (stereo unspecified)	-1	-2	-1
CCN(CC)S(=O)(=O)c1ccc(Br)c(OC)c1	17	-4	-12
O=C(Oc1c(CN2CCOCC2)cc(Cl)c2cccnc12)c1ccc(F)cc1	-9	65*	3
COc1ccc(CCNC(=O)c2ccc3nc(-c4ccco4)c(-c4ccco4)nc3c2)cc1OC	-5	14	-9
CC(O)c1c(OCc2ccccc2)ncnc1OCc1ccccc1 (stereo unspecified)	7	5	-5
Cc1ccc(SCc2nc(-c3ccccn3)no2)cc1	?	22	1
CCOC(=O)C1=C(N)Oc2c(c(=O)[nH]c3ccccc23)C1c1ccccc1 (stereo unspecified)	0	-5	1
Cc1cc(C)n(-c2nnc(C)n2NC(=O)c2cccc(Cl)c2)n1	-1	0	-4
Cc1ccc(NC(=O)CSc2n[nH]c(-c3ccncc3)n2)cc1C	-2	3	-18
CC1CCN(C(=O)CSc2nnc(CSc3ncccn3)n2C)CC1	0	1	-8
Cc1ccc2c(c1)c(C)c(C)n2CC(O)CN1CCOCC1 (stereo unspecified)	-1	-3	-12
COc1ccc(N2CCSC2C(=O)NN)cc1 (stereo unspecified)	-1	8	7
Cc1ccc(C(=O)N/C(=C/c2ccco2)C(=O)Nc2cccc(C)c2)cc1	11	29	6
Cc1ccc(N2C(=O)CC(Sc3ncn[nH]3)C2=O)cc1 (stereo unspecified)	-4	-5	6
O=C(CCCc1nc(-c2ccc(Cl)cc2)no1)Nc1cccnc1	-11	2	-6
CCS(=O)(=O)N1CCN(S(=O)(=O)c2ccccc2)CC1	-9	-2	8
CCOC(=O)Cn1nnnc1C(CC)N(Cc1cccs1)Cc1cc2ccc(OC)cc2[nH]c1=O (stereo unspecified)	17	-14	-12
Cn1c(CCNC(=O)c2ccccc2Cl)n[nH]c1=S	-5	-2	-1
CCOC(=O)c1ccc(N2C(=O)C=CC2=O)cc1	-4	-4	-4
CCOc1ccc(-c2nnn(CC(=O)NCCc3c[nH]c4ccccc34)n2)cc1	8	-3	9
O=C(OCc1ccccc1Cl)c1ccccc1C(=O)c1ccccc1	25	-22	9
CN(CC(O)COc1ccc(S(=O)(=O)N2CCOCC2)cc1)C1CCCCC1 (stereo unspecified)	0	-2	0
Cc1ccc(-n2c(SCC(=O)OC(C)C)nnc2-c2ccccn2)cc1	1	38	-1
COc1ccc(NC(=O)/C(Cl)=C(/Cl)S(=O)Cc2ccc(C)cc2)cn1 (stereo unspecified)	-80	-2	10
CCc1cccc(NC(=O)c2cccc3c2C(=O)N(C2CCCCC2)C3)c1	-2	1	-4
COc1ccc(CC(=O)n2nc(-c3ccc(Cl)cc3)nc2NCc2ccco2)cc1	?	4	7
CC1(C)Oc2ccc(C(=O)N3CCCC3)cc2N(CC(=O)NCc2ccccc2)C1=O	-5	-1	-3
CCc1noc(C)c1C(=O)N1CC(C)OC(C)C1 (stereo unspecified)	-11	-4	-2
